Dicer inh – inhibitors of Dicer pre-microRNA processing, primary screen, biochemical, cat-ELCCA, chemiluminescence | cat-ELCCA pre-miR-21 Dicer processing; active compounds read high | AID 1347074, 2019 | z-score at 25 µM | actives 6% (n = 47,000); in the data active means z-score above about 3, passing the limit was not always enough;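 further: plate controls were vehicle for no effect and no enzyme for full effect; higher signal means more uncleaved substrate so more Dicer inhibition; strong numbers were not always called active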
Starred values were filed as active, the others as inactive; & = joins results of further samples. Some of the compounds tested, so the mix of outcomes need not match the whole.

SMILES	Dicer inh
CC(=O)N[C@@H](Cc1ccc(Br)cc1)C(=O)O	3.2
CCCCNC(=O)n1nc(SC)cc1-c1sc(-c2cccs2)nc1C	0.33
CCCc1[nH]nc2c1C(c1ccc(OC)cc1OC)C(C#N)=C(N)O2 (configuration not stated)	-5.74
CCOC(=O)C(=CNc1nc2ccc(OC)cc2s1)C(=O)OCC	1.18
CC1=C(C(=O)OC2CCCC2)C(c2cccc(C)c2)C2=C(CCCC2=O)N1 (configuration not stated)	-1.98
CN1CCCCC1CCN1c2ccccc2Sc2ccc(S(C)=O)cc21 (configuration not stated)	0.42
Cc1csc(C(=O)O/N=C/c2ccc(Cl)cc2Cl)c1	0.04
COc1ccc(N(CC(=O)O)S(=O)(=O)c2ccc(OC)c(OC)c2)cc1	0.65
CC1=NC2SC=C(c3ccccc3Cl)N2C(=O)C1 (configuration not stated)	1.65
COCCOC(=O)c1c(C)oc2ccc(OCC(=O)c3ccc(Br)cc3)cc12	-0.46
NC(=O)c1sc(=S)n(-c2ccc(Br)cc2)c1N	0.68
COc1ccc(OC)c(C2C3=C(Nc4c2c(=O)n(C)c(=O)n4C)c2ccccc2C3=O)c1 (configuration not stated)	1.12
CC(=O)Oc1cc2c(C(=O)N3CCN(c4ccccc4)CC3)c(C)oc2c2ccccc12	3.08*
Cc1cc(=O)n(-c2ccc([N+](=O)[O-])cc2)[nH]1	-3.02
O=C(NCCCn1cccc1)c1c(F)cccc1F	0.39
N#Cc1c(Cl)cccc1Oc1cccc(S(=O)(=O)NCc2ccc3c(c2)OCO3)c1	-1.14
Cc1ccc(-c2nc3ncccc3o2)cc1NC(=O)c1ccc([N+](=O)[O-])o1	0.12
Nc1ccn([C@H]2CC[C@@H](CO)O2)c(=O)n1	0.47
CCSC1=C(C#N)C(=O)NC(CO)S1 (configuration not stated)	1.12
Cn1nc(C(F)(F)F)cc1OS(=O)(=O)c1ccc(Cl)cc1	-1.48

Structures shown so far containing bromine, in the order listed:
SMILES	Dicer inh
CC(=O)N[C@@H](Cc1ccc(Br)cc1)C(=O)O	3.2
COCCOC(=O)c1c(C)oc2ccc(OCC(=O)c3ccc(Br)cc3)cc12	-0.46
NC(=O)c1sc(=S)n(-c2ccc(Br)cc2)c1N	0.68

Carrying on:
SMILES	Dicer inh
Cc1ccc(Cl)cc1N1C(=O)CSCC1=O	7.32
Clc1cc2nsnc2cc1Cl	0.42
O=C(NCCNc1ccc(C(F)(F)F)cn1)Nc1cccc(Cl)c1Cl	-0.47
Cc1ccc(C(=O)C(OC(=O)c2c(C)cc(=O)oc2C)c2ccccc2)cc1 (configuration not stated)	-0.46
COc1cc(OCc2ccccc2)ccc1CN1CCCc2cc(C)ccc21	0.38
CC(NS(=O)(=O)c1ccc(Oc2c(Cl)cccc2[N+](=O)[O-])cc1)c1ccccc1 (configuration not stated)	-0.24
CN1CC(=O)N/C1=N\C(=O)Nc1cccc(Cl)c1	-1.5
NN/C(N)=N/C(N)=Nc1ccccc1F	2.03
O=C(CSc1nc(-c2cccs2)cc(C(F)(F)F)n1)NCc1ccncc1	-0.94
O=c1[nH]c(-c2ccccc2)c(-c2ccccc2)[nH]1	-0.98

Single entries from above.
Dicer inh, Cc1ccc(C(=O)C(OC(=O)c2c(C)cc(=O)oc2C)c2ccccc2)cc1 (configuration not stated) reads -0.46
Dicer inh, Cc1ccc(Cl)cc1N1C(=O)CSCC1=O reads 7.32
Dicer inh, Clc1cc2nsnc2cc1Cl reads 0.42
Dicer inh, O=C(CSc1nc(-c2cccs2)cc(C(F)(F)F)n1)NCc1ccncc1 reads -0.94
Dicer inh, CC(NS(=O)(=O)c1ccc(Oc2c(Cl)cccc2[N+](=O)[O-])cc1)c1ccccc1 (configuration not stated) reads -0.24

Further results:
SMILES	Dicer inh
Cn1cnnc1SCc1cccc2ccccc12	2.3
CCCNS(=O)(=O)c1ccc(OC)c(-c2nnc3c4ccccc4c(C)nn23)c1	0.63
COc1cccc(N2CC(=O)N(NC(=O)Nc3cccc(Cl)c3)CC2=O)c1	2.17
O=C(O)CCCCC(=O)Nc1ccc(Br)cn1	-1.4
NC(=O)c1ccc(-c2ccnc(-c3ccc(Br)s3)n2)cc1	2.58
O=C(Oc1ccc(Cl)cc1)c1cccs1	0.32
c1ccc(-c2cc(N3CCOCC3)n(-c3ccccc3)n2)cc1	-0.52
CC(=O)N1N=C(c2ccccc2)OC1c1cccnc1 (configuration not stated)	-1
O=[N+]([O-])/C=C/c1cc(Br)cs1	-0.07
O=C(NCC(O)c1ccccc1)Nc1ccc(F)cc1 (configuration not stated)	-1.78
O=S(=O)(c1ccccc1)n1ccc(-c2cnc3cc(Cl)c(Cl)cc3n2)c1	0.74
O=C(Oc1ccc2ccccc2c1C1SCCS1)c1ccc(Cl)cc1Cl	0.44
FC(F)(F)c1ccc(Cl)c(Nc2ncnc(-n3cccc3)n2)c1	1.53
C=CCSc1ncc(-c2ccc(Cl)cc2)n1C	1.71
CN(C)C(=O)c1nn(-c2ccc(Cl)cc2)c(=O)c2ccccc12	-0.67
COCCN(CCOC)Cc1c(C)[nH]c2c(C)c(C)ccc2c1=O	0.44
CN(C)c1ccc(C2Nc3ccccc3O2)c(Cl)c1 (configuration not stated)	-0.77
O=C(Cc1ccccc1)N(c1ccc2oc(=O)sc2c1)S(=O)(=O)c1ccccc1	5.4*
CC(C)(C)c1ccc(-c2nc(O)c(CC(=O)O)s2)cc1	0.14
CSc1nnc(SC)n1CCNC(=O)c1cccc(Cl)c1	-0.27
Cc1ccc(NC(=O)C2Sc3nnc(C)n3NC2c2ccc(Cl)cc2)c(C)c1 (configuration not stated)	0.35
O=C(O)c1ccccc1N/C=C/c1nnnn1-c1ccc(F)cc1	-1.19
CN(C)CN1C(=O)c2ccccc2C1=O	0.12
O=[N+]([O-])c1cc(C(F)(F)F)ccc1N/N=C1\CCSc2ccc(F)cc21	-1.19
CC(C)(C)OC(=O)NC(CSCc1ccccc1)C(N)=O (configuration not stated)	-0.41
CCN(CC)CCn1nnc2c(=O)oc3ccccc3c21	-0.15
O=C(CSc1n[nH]c(=O)n1Cc1ccco1)c1ccc2c(c1)OCCO2	-0.74
Cc1ccc2nc(C(O)C(O)c3nc4ccc(C)cc4[nH]3)[nH]c2c1 (configuration not stated)	1.2
CCOc1ccc(-c2nn3c(COc4ccccc4)nnc3s2)cc1	1.99
NNC(=O)CSc1nc(-c2ccccc2)cn1-c1ccccc1	0.29
CS(=O)(=NC(=O)c1ccc2nnsc2c1)c1ccccc1 (configuration not stated)	-1.23
CCOC(CC(=O)NNC(=O)Nc1cccc(C(F)(F)F)c1)OCC	0.46
CCOC(=O)c1cnn(C(=O)c2cnn(-c3ccc([N+](=O)[O-])cc3)c2C(F)(F)F)c1N	-0.93
Brc1ccc(-c2noc(CSc3nnc(-c4ccco4)n3-c3ccccc3)n2)cc1	1.69
COc1ccc(-c2nn3c(-c4ccccc4)nnc3s2)cc1OC	-0.95
CN(C)S(=O)(=O)N(CC(=O)NCc1ccco1)c1ccccc1	0.11
Cn1nc(-c2ccc(S(=O)(=O)n3ccnc3)s2)cc1C(F)(F)F	1.02
CC(=O)c1cnn(-c2ccc(Cl)c(Cl)c2Cl)c1C	0.71
Cc1ccc(CSc2nnc(-c3ccccc3Cl)o2)cc1	0.99
Clc1ccccc1CN1CCN(Cc2cccnc2)CC1	1.38

Brought forward from above: 3 entries, followed by the next part.
SMILES	Dicer inh
CC(=O)c1cnn(-c2ccc(Cl)c(Cl)c2Cl)c1C	0.71
Cc1ccc(CSc2nnc(-c3ccccc3Cl)o2)cc1	0.99
Clc1ccccc1CN1CCN(Cc2cccnc2)CC1	1.38
CN(/N=C/c1ncc(C(F)(F)F)cc1Cl)C(=O)c1ccc(Cl)cc1	-0.34
CCOc1ccc2[nH]c(C)c(CN(C)C)c(=O)c2c1	2.55
CCOC(=O)c1cnc(Nc2nc3ccccc3s2)nc1CSc1ncccn1	1.05
CCOC(=O)NC(=O)c1cn(Nc2ncc(C(F)(F)F)cc2Cl)c(=O)[nH]c1=O	0.72
CCc1n(CC(O)COc2c(C)cccc2C)c2ccccc2[n+]1C (configuration not stated)	0.11
CSc1ccc(-c2c(-c3cccs3)cc(-c3ccc(Cl)cc3)n2C)cc1	0.36
COc1ccc(CCN2C(=O)c3cccc4cc([N+](=O)[O-])cc(c34)C2=O)cc1OC	-0.51
CCCOC(=O)C1=C(C)NC2=C(C(=O)CC(C)(C)C2)C1c1ccccc1Br (configuration not stated)	0.33
Cc1ccc(N=C/C=C(/Nc2ccc(C)cc2)c2ccc(Cl)cc2)cc1	0.04
CS(=O)(=O)c1ccc2nc(NC(=O)c3cc4ccccc4o3)sc2c1	4.24*
N/C(=N\S(=O)(=O)c1ccc(Cl)c(Cl)c1)c1ccccn1	1.3
O=C1Nc2ccccc2SC1C(C(=O)O)c1ccccc1 (configuration not stated)	6.95
Nc1nc2c(nc(N3CCCCCC3)n2[C@H]2O[C@@H](CO)[C@H](O)[C@@H]2O)c(=O)[nH]1	-0.5
Cc1cc(OCc2nc(-c3ccncc3)no2)ccc1Br	-1.2
Nc1ccccc1Sc1nc(Sc2ccccc2N)c(C(F)(F)F)cc1C(F)(F)F	-4.72
COc1ccc2cccc(OC)c2n1	-1.05
Cc1nnc(N2C(=O)C(O)=C(C(=O)c3ccco3)C2c2ccc(F)cc2)s1 (configuration not stated)	1.31
CCCCCCSc1nnc2c(n1)OC(C)Nc1ccccc1-2 (configuration not stated)	-1.4
O=C(CCSc1nc2ccccc2o1)N1CCc2cc([N+](=O)[O-])ccc21	0.05
COc1ccc(-c2c(C(F)(F)F)nn(C)c2NC(=O)c2ccco2)cc1	0.17
Nc1ccc(Cl)c(-c2nc3ccccc3[nH]2)c1	0.01
Cc1cc(C)nc(-n2ncc3c2CCCC3=O)n1	-1.33
O=C(Nc1cnn(Cc2ccc(F)cc2)c1)c1cnn2c(C(F)F)cc(-c3ccccc3)nc12	2.28
O=C1/C(=C/c2cc(Br)cs2)Cc2ccccc21	-0.91
CCn1c(C(O)c2ccc(C(C)C)cc2)nc2ccccc21 (configuration not stated)	1.03
FC(F)(F)c1cccc(NC(=S)Nc2cccnc2N2CCC(C(F)(F)F)CC2)c1	-1.04
CCCCn1c(-c2ccc(N)cc2)nc2ccccc21	0.23
CCOC(=O)c1ccc2[nH]cc(C(=O)OCC)c(=O)c2c1	-0.16
O=C(O)CC1CCCc2ccccc2C1O (configuration not stated)	-0.93
CCCOc1ccc(C2C3=C(Nc4c2c(=O)n(C)c(=O)n4C)c2ccccc2C3=O)cc1OC (configuration not stated)	-0.39
CC(C)(C)C(=O)CSc1nnc(-c2cnccn2)s1	-0.62
Cn1c(=O)c2c(c3ccccc31)OC(=O)CC2c1ccccc1Br (configuration not stated)	2.7
C=CCn1cnc2c(NCc3ccccc3)ncnc21	-1.83
COC(=O)c1sc(Br)c(Br)c1O	-0.72
Nc1ncc2c(n1)CC(c1ccco1)CC2=O (configuration not stated)	-0.69
N/C(=N\OC(=O)/C=C/c1ccccc1)c1ccc(Cl)cc1	0.5
S=c1[nH]nc(SCC2CC2)s1	-0.47
CC1(C)CC(=O)C2=C(C1)Nc1nonc1NC2c1ccc(O)cc1 (configuration not stated)	0.67
Cc1cc(/C=N\Nc2ccc([N+](=O)[O-])cc2)c2c(C)ccc(C(C)C)cc1-2	4.44
CCN(CC)CCn1c(NCc2ccccc2Cl)nc2ccccc21	2.82

2 of the compounds above, as comma-separated lines:
mol,Dicer inh
CC(C)(C)C(=O)CSc1nnc(-c2cnccn2)s1,-0.62
N/C(=N\OC(=O)/C=C/c1ccccc1)c1ccc(Cl)cc1,0.5

Going on with the list.
SMILES	Dicer inh
Cc1onc(-c2c(Cl)cccc2Cl)c1NC(=O)NNc1c(Cl)cncc1Cl	0.46
CCOc1ccc(S(=O)(=O)N2CCN=C2c2ccccc2)cc1	0.2
N#CC1C=Cc2ccccc2N1C(=O)c1ccccc1 (configuration not stated)	-0.65
Cc1nn(C(=O)Nc2cccc(C(F)(F)F)c2)c(C)c1Sc1ccc(C(F)(F)F)cn1	-2.32
CS(=O)(=NC(=O)Nc1ccccc1)c1cccs1 (configuration not stated)	2.4
CN(Cc1ccccc1)S(=O)(=O)c1ccc(NC2=NS(=O)(=O)c3ccccc32)cc1	0.36
O=C(O)c1ccc2ccccc2c1-c1c(C(=O)O)ccc2ccccc12	1.09
Cn1c2c(c(=O)n(C)c1=O)C(c1ccc(Cl)cc1)C1=C(N2)c2ccccc2C1=O (configuration not stated)	-1.56
O=C(Nc1ccccc1)OCCOc1cc(C(F)(F)F)ccn1	0.52
COc1ccc(-c2nnc(SCc3ccc(F)cc3)o2)c(OC)c1	-0.24
COc1cccc(C2/C(=C(\O)c3ccc(Cl)cc3)C(=O)C(=O)N2CCCn2ccnc2)c1 (configuration not stated)	-0.27
CCN(CC)c1ccc(C2C3=C(CCCC3=O)Nc3ncnn32)cc1 (configuration not stated)	1.26
CC1(C(=O)O)CC1(C)C(=O)O (configuration not stated)	1.15
COC(=O)CC1(C(=O)OC)Oc2ccc(Br)cc2C(=O)N1c1cccc(Cl)c1Cl (configuration not stated)	-0.08
COc1ccc(NC(=O)Nc2nnc(COc3ccccc3F)s2)cc1	3.52*
Cc1cc(C)c2nc(Nc3nc(C)cc(C)n3)nc(C)c2c1	3.28*
CC(=O)/C(N=Nc1c(C)cc(C(C)(C)C)cc1C)=C(\C)O	2.15
CCOc1ccc(C2C(C(=O)OCCOC)=C(C)N=C3SCCC(=O)N32)cc1 (configuration not stated)	-2.02
CCOC(=O)/C(C#N)=C(\NC)SC	1.32
CC1CCc2[nH]c3ccc(C(=O)O)cc3c2C1 (configuration not stated)	-0.62
COCCOC(=O)C1=C(C)NC(C)=C(C(=O)OC/C=C/c2ccccc2)C1c1cccc([N+](=O)[O-])c1 (configuration not stated)	-1.04&0.98
COc1ccc(C2Nc3c(C)cc(C)cc3-c3cc(C)nn32)cc1 (configuration not stated)	2.45
O=c1[nH]c(=S)[nH]c(O)c1/C=C/N=Nc1ccccc1	-1.85

Screening data deposited in PubChem by Center for Chemical Genomics, University of Michigan.
